From PubChem BioAssay
Rac1 GTP hydrolysis – MgcRacGAP GTPase-activating activity inhibitors, confirmation, biochemical, ADP Hunter fluorescence; MgcRacGAP-stimulated Rac1 GTP hydrolysis, ADP Hunter fluorescence; higher % means a stronger effect; GST-tagged Rac1 F28L mutant substrate; one-dose inhibition, % at 30 µM; IC50 in µM for titrated hits; 340,000 tested, 0.6% active; AID 624330;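 active means first-screen hits whose inhibition reached a set limit at any dose in the follow-up dose series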;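 further: fluorescence reports GDP produced by GAP-driven GTP hydrolysis; strong numbers were not always called active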
West Nile antiviral – inhibition of WNV-induced cytopathic effect – cell-based, CPE readout (AID 1621); West Nile virus-infected cells, CPE inhibition; higher % means a stronger effect; CPE inhibition, % at 10 µM, or IC50 in µM where a hit was titrated; 290,000 tested, 0.02% active; in the data active means a potency from the dose series; further: strong numbers were not always called active
Large T inhibition – TAg ATPase/helicase activity blockers – biochemical (AID 1903); SV40 large T antigen ATPase/helicase inhibition assay; higher % means a stronger effect; one-dose inhibition, % at 20 µM; IC50 in µM for titrated hits; 310,000 tested, 0.39% active; in the data active means a potency from the dose series; further: strong numbers were not always called active
T cell modulator – T cell immune modulation candidate | 2C CD8+ T cell-vesicle binding, flow cytometry; hits give low values | calls only at 7 µM | 330,000 tested, 0.068% active;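 active means response, share of CD8 T cells binding vesicles, and their 90th percentile fluorescence all below set limits, cut at about 80% in these data, passing the limit was not always enough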
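Also added: QL9-peptide-loaded Drosophila micro-vesicles bearing Ld, ICAM-1 and B7-1; Test system: purified 2C TCR transgenic mouse naive CD8+ T cells; Measured by: cytometric PE anti-B7-1 and Alexa647 anti-CD8 signals after 1% paraformaldehyde fixation; Timing: binding step 1.5 h, 37 °C, antibody labelling 20 min, ice.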
RSV antiviral HEp-2 – RSV antiviral activity via CPE protection, HEp-2 cells, primary 10 µM value included (AID 2391); one-dose CPE inhibition, % at 10 µM; IC50 in µM for titrated hits; HEp-2 cells, RSV-induced CPE inhibition; higher % means a stronger effect; 310,000 tested, 0.13% active; in the data active means a potency from the dose series; further: strong numbers were not always called active
K1F lysis inhibition – inhibition of K1F phage lysis, E. coli UTI89, bacterial capsule biogenesis inhibitors, alamar blue (AID 488966) | E. coli UTI89 K1F phage lysis, alamar blue, 2 h; higher % means a stronger effect | inhibition, % at 100 µM, or IC50 in µM where a hit was titrated | 340,000 tested, 0.02% active;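 active means phage lysis inhibition, versus mean bacterial control, above a set limit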;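 further: capsule biogenesis inhibitors block K1F phage lysis so surviving cells raise fluorescence; higher fluorescence means more inhibition of phage lysis; actives were called in the ten point dose series up to 300 µM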
NTR1 ag – NTR1-driven beta-arrestin-GFP spot formation – imaging, U2OS cells, high content, primary screen (AID 493036) | P30989 | 330,000 tested, 0.17% active | agonist mode | activation, % at 20 µM;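 active means activation at or above 40% of the spot to cytoplasm intensity ratio, with at least 20 cells analyzed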;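 further: 0% = DMSO without peptide and 100% = 100 nM NTR1 peptide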
Target sequence (P30989 whole entry, looked up): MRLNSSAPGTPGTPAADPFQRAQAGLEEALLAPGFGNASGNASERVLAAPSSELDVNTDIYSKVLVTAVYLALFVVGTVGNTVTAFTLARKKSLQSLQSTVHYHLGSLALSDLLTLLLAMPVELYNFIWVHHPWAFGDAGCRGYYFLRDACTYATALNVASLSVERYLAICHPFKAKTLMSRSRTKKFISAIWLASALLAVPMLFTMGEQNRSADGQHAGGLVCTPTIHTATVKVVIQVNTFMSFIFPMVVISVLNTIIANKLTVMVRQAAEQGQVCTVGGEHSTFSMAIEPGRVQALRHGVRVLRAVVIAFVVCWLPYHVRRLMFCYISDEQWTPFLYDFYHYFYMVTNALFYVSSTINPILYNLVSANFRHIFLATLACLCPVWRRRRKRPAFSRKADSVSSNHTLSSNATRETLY
Dengue-2 NS5 capping – Dengue-2 NS5 methyltransferase inhibitors, primary screen, biochemical, confirmation dose response (AID 588689); inhibition, % at 25 µM; hits with a dose series show IC50 in µM; Dengue-2 NS5 methyltransferase capping enzyme assay, biochemical; higher % means a stronger effect; 340,000 tested, 0.3% active; in the data active means a potency from the dose series
Salmonella PhoP GFP – PhoP-dependent GFP reporter repression – Salmonella Typhimurium, primary screen (AID 1863). S. Typhimurium PhoP-regulated promoter GFP reporter, 4 h; higher % means a stronger effect. inhibition, % at 50 µM; hits with a dose series show IC50 in µM. 300,000 tested, 0.16% active;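 active means inhibition over 29.93%, a cutoff 3 SD above the screen mean, later confirmed by dose response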;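 further: 0% = low Mg2+ inducing control and 100% = high Mg2+ repressing control; strong numbers were not always called active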
T cell modulator vesicle-bound % – recorded beside T cell modulator, whose call it bears; double positive events, %; measured here: CD8+ vesicle-bound cell fraction;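 binding gate set so that unloaded-vesicle control wells show 10% double positive cells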
NTR1 ag cell count 20 µM – recorded beside NTR1 ag, whose call it bears; cell count; measured here: cell count, cytotoxicity flag
Dengue-2 NS5 capping pilot replicate – also measured in Dengue-2 NS5 capping; calls as there; inhibition, %; measured here: pilot screen replicate inhibition
* marks the source's active call; other numbers are inactive results; i = inactive; · = not tested or not shown; [ ] = dose if it differs, or a comment. Outcome played no part in choosing rows. About 1.5% of those tested had a hit in this group.

SMILES	Rac1 GTP hydrolysis	West Nile antiviral	Large T inhibition	T cell modulator	T cell modulator vesicle-bound %	RSV antiviral HEp-2	K1F lysis inhibition	NTR1 ag	NTR1 ag cell count 20 µM	Dengue-2 NS5 capping	Salmonella PhoP GFP	others
CCCCCn1c(CN2CCN(C)CC2)nc2c1c(=O)n(C)c(=O)n2C	7%	·	2%	i	27	1.3%	-0.5%	6.3	81	-2%	-5%
COc1cccc(CN(C)C(=O)c2ccc(Oc3ccccc3)cc2)c1OC	4%	0.0%	4%	i	30	4.5%	0.4%	1.0	47	-10%	1%
COc1cc(OC)cc(C(=O)NNC(=O)CCC(=O)c2cccs2)c1	11%	-0.4%	4%	i	67	0.6%	1.6%[50 µM]	-1.1	57	1%	11%
CNC(=O)COc1ccc(-c2nn(C)c(=O)c3ccccc23)cc1	6%	-0.6%	7%	i	43	0.0%	0.2%	0.7	57	-3%	12%
O=C(Cc1cccs1)N1CCCC(c2nc3c(nnn3Cc3ccccc3Cl)c(=O)[nH]2)C1 (centres undefined)	3%	1.3%	5%	·	·	0.5%	-0.9%	1.9	71	-2%	6%
COCCOCC(O)CN1CCN(c2ccc(C)cc2)CC1 (centres undefined)	25%	-0.2%	-4%	i	59	0.5%	1.0%	-0.8	68	-5%	-1%
CCOc1cccc(C2C(C#N)=C(N)Oc3cc(C)[nH]c(=O)c32)c1OCC (centres undefined)	13%	-0.3%	13%	i	28	0.8%	0.1%	0.5	50	5%	-7%
COc1ccccc1C1(CC(=O)O)CCOC(C(C)C)C1 (centres undefined)	6%	0.1%	0%	i	40	1.3%	0.5%	0.4	59	-5%	-13%
Cc1cc(C(F)(F)F)nn1Cc1ccc(C(=O)NCc2ccco2)o1	5%	-0.4%	13%	i	41	0.1%	4.2%	-1.2	59	3%	-5%
O=C(CSc1nnc(NC2CC2)s1)Nc1ccc(N2CCOCC2)cc1	14%	·	·	i	44	·	0.1%[50 µM]	1.9	54	-1%	·
Cc1ccc(CCNS(=O)(=O)c2cc3c(cc2C)n(C)c(=O)c(=O)n3C)cc1	7%	-1.6%	·	i	45	0.3%	10%	11	49	4%	·
CC(C)CC1NC(=O)N(CC(=O)Nc2ccc(-c3ccccc3)cc2)C1=O (centres undefined)	4%	·	·	i	32	-0.6%	0.4%[50 µM]	2.3	56	-7%	·
Cc1cc(Nc2cccc(F)c2)n2ncnc2n1	3%	·	4%	i	63	2.4%	-1.3%	2.6	59	2%	7%
CC(NC(=O)CCn1ccc2cc(S(=O)(=O)N3CCCC3)ccc21)c1ccccc1 (centres undefined)	8%	0.4%	1%	i	8	6.0%	0.3%	-0.4	65	-5%	0%
Cc1ccc2sc(-c3ccc(NC(=O)c4cc(-n5cnnc5)ccc4Cl)cc3)nc2c1	17%	3.1%	-4%	i	11	12%	0.5%	4.6	70	-4%	1%
CCOc1cc(C(=O)N(C)Cc2cc3cc(OC)ccc3[nH]c2=O)cc(OCC)c1OCC	1%	-0.1%	16%	i	1	0.5%	1.6%	0.6	41	-7%	-13%
CCO[C@@H]1OC(C(=O)N2CCCCCCC2)=C[C@H](c2csc3ccccc23)[C@H]1CCCO	5%	·	1%	i	10	-2.8%	2.9%	3.3	62	-7%	-6%
CCS(=O)(=O)N1CCCC(C(=O)NCc2cccnc2)C1 (centres undefined)	10%	0.0%	-1%	i	16	-1.5%	-0.1%	0.7	40	6%	5%
COc1ccc(C2=CC3=C(Br)C(=O)C(C)(OC(=O)c4cccs4)C(=O)C3=CO2)cc1 (centres undefined)	10%	-0.1%	52%	i	43	2.1%	-0.5%	-1.6	91	13%	·
CCN(CC(=O)Nc1ccc(NC(C)=O)cc1)C(=O)c1oc2ccccc2c1C	2%	·	19%	i	23	0.7%	0.7%[50 µM]	-0.7	50	-5%	-6%
O=C(O)C1CCN(S(=O)(=O)c2ccc(Oc3ccccc3)cc2)CC1	6%	0.2%	6%	i	57	6.4%	0.2%	1.0	81	-4%	-2%
Cc1cc(C)c(NC(=O)c2ccc(CNS(=O)(=O)c3cc(C(F)(F)F)ccc3Cl)cc2)c(C)c1	4%	-1.5%	7%	i	41	17%	6.8%	4.9	55	-4%	27%
Cc1ccc(S(=O)(=O)NCC(=O)N(CC(=O)NCc2ccco2)Cc2ccco2)cc1	1%	0.2%	13%	i	27	0.8%	0.4%	-0.5	53	-3%	-6%
Cc1cc(NCCN2CCOCC2)n2c(nc3ccccc32)c1C#N	5%	0.2%	12%	i	45	0.8%	-0.7%	-0.8	89	-2%	-4%
CC(=O)Nc1ccc(NC(=O)c2ccccc2-n2cnnn2)cc1	6%	·	·	·	·	·	1.1%[50 µM]	1.3	72	-12%	·
c1ccc2c(c1)COC(CN1CCCCC1)OC2	0%	-0.4%	-4%	i	49	-0.3%	-1.7%	-0.1	49	-12%	1%
Cc1cccc(OCCn2ccnc2)c1C	-3%	-0.3%	12%	i	45	2.3%	-1.4%	0.3	64	·	0%
CCC1CCc2sc(C(=O)NNC(=S)NCC3CCCO3)cc2C1 (centres undefined)	7%	·	·	i	12	1.2%	0.4%[50 µM]	4.1	68	4%	·
CC1CN(C(=O)c2ccccc2)C(=Nc2cccc(S(=O)(=O)N(C)C)c2)S1 (centres undefined)	4%	-0.6%	10%	i	16	0.2%	0.2%	-0.4	35	6%	6%
C=C(C)[C@@H]1CC[C@]2(C(=O)O)CC[C@]3(C)[C@H](CC[C@@H]4[C@@]5(C)CC[C@H](O)C(C)(C)[C@@H]5CC[C@]43C)[C@@H]12	7%	1.9%	6%	i	23	-1.4%	4.0%	18	56	-4%	-9%
CCN(CC)CCn1c2c(c(SCC(=O)NCc3ccccc3)nc1=O)CCC2	7%	·	10%	i	37	-0.6%	-1.4%	-0.6	48	-4%	3%
CCn1cc(S(=O)(=O)NCc2ccc3c(c2)OCO3)cn1	9%	-0.2%	10%	i	5	0.5%	0.0%	0.6	76	1%	-3%
CCc1cc2c(=O)c(-c3nc4ccccc4n3C)coc2c(CN2CCN(C)CC2)c1O	10%	0.2%	8%	i	48	0.8%	0.3%	0.9	58	-6%	19%
CCN(CC)S(=O)(=O)c1ccc(-c2cn3cc(Cl)ccc3n2)cc1	5%	-2.4%	8%	i	46	-2.0%	0.2%	-0.1	54	-11%	-7%	Dengue-2 NS5 capping pilot replicate=-4.6
NC(=O)c1nsc(C(=O)N(c2ccc(F)cc2)C(C(=O)NCC2CCCO2)c2ccc3ncccc3c2)c1N (centres undefined)	4%	0.0%	0%	i	24	3.8%	-0.4%	-1.3	54	0%	5%
O=C1COc2ccc(NC(=O)N3CCN(c4ccc(F)cc4)CC3)cc2N1	2%	-1.0%	29%	i	20	0.5%	0.7%	-1.0	64	-5%	5%	Dengue-2 NS5 capping pilot replicate=3.0
O=C(CC1c2ccccc2Oc2ccccc21)Nc1ccccc1C(F)(F)F	4%	-1.3%	1%	i	10	0.8%	-2.2%	9.4	63	-7%	5%
Cc1nn(-c2ccccc2)c(Cl)c1C(=O)NCC1CCCO1 (centres undefined)	7%	·	·	i	49	2.6%	0.9%	-1.5	67	-1%	·
CCc1c(C)nc(SCC(=O)Nc2ccc(Br)cc2)[nH]c1=O	-1%	0.3%	5%	i	18	0.8%	-0.5%	3.7	87	-1%	-1%
COC(=O)c1scc(C)c1NC(=O)C1CCCCC1	4%	-0.2%	19%	i	0	0.8%	6.4%	-0.8	52	-6%	10%

Five structures out of the list, arranged by molar mass, high to low:
SMILES	Rac1 GTP hydrolysis	West Nile antiviral	Large T inhibition	T cell modulator	T cell modulator vesicle-bound %	RSV antiviral HEp-2	K1F lysis inhibition	NTR1 ag	NTR1 ag cell count 20 µM	Dengue-2 NS5 capping	Salmonella PhoP GFP	others
CCc1c(C)nc(SCC(=O)Nc2ccc(Br)cc2)[nH]c1=O	-1%	0.3%	5%	i	18	0.8%	-0.5%	3.7	87	-1%	-1%
CCC1CCc2sc(C(=O)NNC(=S)NCC3CCCO3)cc2C1 (centres undefined)	7%	·	·	i	12	1.2%	0.4%[50 µM]	4.1	68	4%	·
O=C(O)C1CCN(S(=O)(=O)c2ccc(Oc3ccccc3)cc2)CC1	6%	0.2%	6%	i	57	6.4%	0.2%	1.0	81	-4%	-2%
CCn1cc(S(=O)(=O)NCc2ccc3c(c2)OCO3)cn1	9%	-0.2%	10%	i	5	0.5%	0.0%	0.6	76	1%	-3%
c1ccc2c(c1)COC(CN1CCCCC1)OC2	0%	-0.4%	-4%	i	49	-0.3%	-1.7%	-0.1	49	-12%	1%

The list goes on:
SMILES	Rac1 GTP hydrolysis	West Nile antiviral	Large T inhibition	T cell modulator	T cell modulator vesicle-bound %	RSV antiviral HEp-2	K1F lysis inhibition	NTR1 ag	NTR1 ag cell count 20 µM	Dengue-2 NS5 capping	Salmonella PhoP GFP	others
COc1ccc(Cl)cc1NC(=S)Nc1cccnc1	2%	-0.4%	5%	i	4	1.1%	0.2%	-1.4	54	-2%	-2%
Cc1cc(C(=O)O)ccc1-c1ccc(/C=C2\NC(=O)N(Cc3ccccc3Cl)C2=O)o1	0%	1.9%	19%	i	23	15%	-0.7%	2.0	75	0%	-4%
CCn1ncc([N+](=O)[O-])c1C(=O)N1CCCC1	10%	-0.1%	14%	i	29	2.3%	2.0%	-0.1	66	-5%	4%
COC(=O)C1=C(C)N(Cc2ccccc2)C(=NCc2ccco2)N[C@H]1c1cccc(F)c1	6%	·	·	i	18	·	-1.5%	4.3	50	-10%	·
CC(=O)c1cccc(NS(=O)(=O)c2cc3c(cc2C)N(C(C)=O)CCO3)c1	2%	0.0%	12%	i	26	0.0%	0.0%	-0.3	75	-1%	-2%
CCOc1ccc(CN2CCN(C(=O)c3ccccc3)CC2)cc1	5%	0.8%	2%	i	62	11%	-1.9%	-2.3	91	-1%	-5%
COc1ccc(C(=O)Nc2ccc(Cl)c(S(=O)(=O)N3CCOCC3)c2)cc1	4%	·	·	i	8	·	3.7%	2.5	51	-4%	·
Cc1ccc(C(C(=O)NC2CCCC2)N2CCCCC2)cc1 (centres undefined)	4%	-0.2%	3%	i	32	2.1%	-0.3%	-2.2	97	-1%	2%
c1ccc(-c2nc(NCC3CCCO3)c3ccccc3n2)nc1 (centres undefined)	13%	1.6%	10%	i	32	0.1%	0.2%	1.7	82	-3%	-6%
CCCCCCNC(=O)N[C@H](C(=O)NCCC[C@H]1CN2C(=NC[C@H]2C)N1CCC(c1ccccc1)c1ccccc1)C(C)O (some centres undefined)	15%	·	>100µM*	·	·	-0.6%	5.0%	0.3	50	-7%	-1%
COc1ccc(CNC(=O)[C@H](C)NC(=O)C2CCN(C(=O)[C@@H](N)CCSC)CC2)cc1	0%	0.2%	2%	i	28	3.2%	4.9%	-0.2	57	-1%	12%
